Source: PubChem BioAssay
DNA FID counter = fluorescent intercalator displacement, NS3 helicase counter-screen | inhibition, % at 7.9 µM | DNA fluorescent intercalator displacement, fluorescence | 0.17% of 290,000 active | AID 1845; in the data active = inhibition above about 37%;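 also: 0% = vehicle and 100% = reference compound; higher means more ethidium bromide displaced from hairpin DNA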
PHOSPHO1 block = inhibitors of human PHOSPHO1 phosphatase. Q8TCT1. recombinant PHOSPHO1, absorbance phosphatase assay. inhibition, % at 13.3 µM. 1.1% of 290,000 active; in the data active = inhibition above about 60%
OXTR agonist = agonists of human oxytocin receptor; AID 2435; CHO-OTR cells, Fluo-8 calcium fluorescence; normalized: DMSO 0%, oxytocin 100%; activation, % at 3 µM; P30559; 0.32% of 320,000 active;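 active = activation above the mean of all tested compounds plus 3 SD, cutoff set per screening run, cut at about 20% in these data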;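 also: peak over basal fluorescence ratio from a 100 s FLIPR kinetic read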
PfM18AAP inh = PfM18AAP enzyme inhibition. recombinant PfM18AAP, H-Glu-NHMec fluorogenic cleavage. inhibition, % at 7.35 µM. 1.2% of 290,000 active. AID 1822;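 active = inhibition above the campaign mean inhibition over all tested compounds plus 3 SD, cut at about 28% in these data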;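 also: 0% = plate median of test compound wells and 100% = 2 mM ZnCl2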
NALP1 inh = inhibitors of NALP1 inflammasome in yeast; 0.61% of 280,000 active; inhibition, % at 10 µM; S. cerevisiae NALP1/ASC/caspase-1 growth, X-gal OD620, 72 h; in the data active = inhibition mostly above about 24%, no sharp cut-off; inactive = mostly below about 32%; also: some compounds called inactive have numbers as strong as hits
MEKK2mut PB1 HTS = signal of MEK5 binding to mutant human MEKK2 PB1 domain | bead flow cytometry, Alexa488-MEK5 binding to MEKK2 mutant | percent response, % at 10 µM | 0.35% of 290,000 active; in the data active = percent response above about 24%, passing the limit was not always enough; also: inactives centre near 1; some results filed as inactive read as strong as hits; reference of the scale not given here
GPR7 antag = antagonists of human GPR7 (neuropeptides B/W receptor 1). 1.1% of 290,000 active. AID 1861. GPR7-expressing cells, fluorescence antagonist assay. inhibition, % at 4.4 µM; in the data active = inhibition above about 16%, passing the limit was not always enough;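 also: cells stimulated with the agonist NPW; 0% = agonist with vehicle and 100% = vehicle without agonist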
Target sequence (P48145 whole entry, looked up): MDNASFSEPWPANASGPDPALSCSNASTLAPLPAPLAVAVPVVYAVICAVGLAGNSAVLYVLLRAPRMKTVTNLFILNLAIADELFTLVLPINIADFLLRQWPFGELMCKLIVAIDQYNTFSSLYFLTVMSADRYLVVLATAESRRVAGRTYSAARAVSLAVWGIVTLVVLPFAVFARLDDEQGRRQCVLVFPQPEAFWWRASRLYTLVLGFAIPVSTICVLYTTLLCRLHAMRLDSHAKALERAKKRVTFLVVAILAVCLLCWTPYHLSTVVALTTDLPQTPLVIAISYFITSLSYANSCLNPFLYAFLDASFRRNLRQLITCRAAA
MEKK3 PB1 HTS = modulators (inhibitors or enhancers) of MEK5 binding to human MEKK3 PB1 domain; 1.4% of 290,000 active; binding response (% of control), % at 10 µM; Q99759; bead-based flow cytometry, Alexa488-MEK5 binding to MEKK3; actives lie on both sides; 0 = blocked by unlabeled MEK5, 100 = vehicle;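 active = binding response more than 3 SD above or below the average of its plate-row segment, actives on both sides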;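 also: Alexa488 bead fluorescence after subtracting the streptavidin-only scavenger bead signal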
Target sequence (Q99759 whole entry, looked up, the tested form may be a part): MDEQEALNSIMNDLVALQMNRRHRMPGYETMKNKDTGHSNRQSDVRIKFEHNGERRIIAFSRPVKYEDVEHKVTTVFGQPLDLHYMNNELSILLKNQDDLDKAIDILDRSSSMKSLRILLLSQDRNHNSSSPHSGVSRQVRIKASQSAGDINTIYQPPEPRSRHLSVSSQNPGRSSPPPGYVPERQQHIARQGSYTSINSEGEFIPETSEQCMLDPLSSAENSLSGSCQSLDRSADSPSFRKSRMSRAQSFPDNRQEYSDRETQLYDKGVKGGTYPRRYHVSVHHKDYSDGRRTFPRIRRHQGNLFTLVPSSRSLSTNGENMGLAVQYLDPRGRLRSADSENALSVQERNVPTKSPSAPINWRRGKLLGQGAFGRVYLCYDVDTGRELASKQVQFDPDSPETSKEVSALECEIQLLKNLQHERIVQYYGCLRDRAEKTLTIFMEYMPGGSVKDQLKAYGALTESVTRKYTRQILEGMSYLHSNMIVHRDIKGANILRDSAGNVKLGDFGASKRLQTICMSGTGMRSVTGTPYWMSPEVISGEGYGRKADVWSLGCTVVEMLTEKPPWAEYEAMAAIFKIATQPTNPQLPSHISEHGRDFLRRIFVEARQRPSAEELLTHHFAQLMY
MEKK2wt PB1 HTS = raises or lowers MEK5 binding to wildtype human MEKK2 PB1 domain; Q9Y2U5; bead flow cytometry, Alexa488-MEK5 binding to MEKK2 WT; actives lie on both sides; binding response (% of control), % at 10 µM; 1.1% of 290,000 active; AID 1531; in the data active = binding response below about 67% or above about 130%
The depositor's hits bear a star; x = no result given; [ ] = another dose, or the depositor's remark.

Results follow in this order: PHOSPHO1 block, DNA FID counter, MEKK3 PB1 HTS, NALP1 inh, MEKK2wt PB1 HTS, PfM18AAP inh, OXTR agonist, GPR7 antag, MEKK2mut PB1 HTS
#1 CCN(CC)CCNC(=O)C(=O)Nc1ccc(C(=O)OC)cc1
 : 31.6, 1.7, 99.0, x, 95.0, -9.1, -0.1, -8.1, -7.0
#2 CCOC(=O)N1CCN(c2c(N3CCN(c4cccc(C(F)(F)F)c4)CC3)c(=O)c2=O)CC1
 : -6.1, -0.4, 97.0, 36.1, 102.0, -7.7, -0.2, -10.8, 3.0
#3 O=C(Nc1ccc(F)cc1)c1cccc(NC(=O)C2C3CC4OC(=O)C2C4C3)c1 (stereo unspecified)
 : 13.5, -0.7, 101.0, 25.3, 99.0, -5.7, 0.9, -6.1, -1.0
#4 CCOc1ccc(-n2cc(-c3ccccc3)c3c(=O)[nH]cnc32)cc1
 : -32.1, -22.4, 104.0, -2.6, 101.0, 1.1, 0.1, 8.8, -2.0
#5 CN(c1ccc(C(=O)N2CCOCC2)cc1)S(C)(=O)=O
 : -1.4, -0.5, 99.0, 14.2, 100.0, -4.3, 1.2, 0.4, -1.0
#6 CCc1ccc(C(=O)COC(=O)c2cnc(C)cn2)cc1
 : 39.7, -5.0, 99.0, 7.2, 96.0, 0.0, 0.0, 1.0, -4.0
#7 CCc1ccccc1NC(=O)c1ccoc1C
 : 23.4, -9.8, 105.0, x, 107.0, -5.6, -1.2, -5.2, 0.0
#8 COc1ccc(NC(=O)CSc2nc(C)cs2)cc1
 : 20.5, 5.1, 82.0, 16.2, 82.0, -10.1, -1.1, -1.0, -10.0
#9 O=C(CCC(=O)N1CCN(c2ccc(O)cc2)CC1)c1ccc(Br)cc1
 : 3.1, -18.9, 99.0, -7.5, 101.0, 42.2*, 5.4, -5.4, -3.0
#10 CCc1ccc(C(C)NC(=O)/C=C/c2ccc(Br)cc2)cc1 (stereo unspecified)
 : 5.5, -7.9, 102.0, 6.3, 110.0, -3.7, 0.0, -14.6, 9.0
#11 Oc1cccc(-n2nnnc2SCc2ccccc2F)c1
 : 24.1, -3.6, 106.0, 6.5, 102.0, 1.8, 2.5, -9.0, 4.0
#12 CC(=O)Nc1ccc(C(=O)NNC(=O)CCc2ccccc2)cc1
 : 8.1, 3.3, 104.0, 10.0, 103.0, 0.6, 1.5, -10.6, 7.0
#13 CCOC(=O)[C@@H]1[C@H]2COc3ccccc3[C@@H]2N2C(=O)N(c3ccc(F)cc3)C(=O)[C@]12C
 : x, x, 113.0, x, 113.0, x, -2.3, x, 7.0
#14 CS(=O)(=O)N(CC(=O)N1CCCC1)Cc1ccc(Cl)cc1
 : -2.0, -6.9, 105.0, 22.7, 102.0, -3.6, 2.1, -6.7, -1.0
#15 C=CCN(CC=C)C(=O)c1cccc(S(=O)(=O)N2c3ccccc3CC2C)c1 (stereo unspecified)
 : 33.4, -36.1, 85.0, x, 78.0, -0.5, 2.7, -1.6, -25.0
#16 CC(C)(C)OC(=O)NCc1nc(N)n[nH]1
 : 3.9, 6.9, 103.0, 0.9, 103.0, 0.2, 0.1, -6.8, 8.0
#17 CCCCNC(=O)C1CCCN(S(=O)(=O)c2ccc(S(=O)(=O)NCC(C)C)cc2)C1 (stereo unspecified)
 : 0.3, -22.5, 93.0, 10.5, 98.0, -4.6, 0.5, 8.1, -2.0
#18 CC(C)CC(c1nnnn1CC1CCCO1)N1CCN(Cc2ccc3c(c2)OCO3)CC1 (stereo unspecified)
 : 7.0, 2.5, 100.0, 10.7, 98.0, -8.0, -1.0, -1.0, 4.0
#19 CC(=O)Nc1ccc(S(=O)(=O)N[C@@H](C)C(=O)OCc2ccc(Cl)cc2)cc1
 : 1.4, -7.0, 144.0*, x, 107.0, -3.1, 0.9, -3.7, 0.0
#20 CN(C)CCCCCNCCCNC(=O)/C=N\O
 : 19.2, 0.3, 95.0, -3.0, 101.0, 1.3, -0.1, -10.0, 0.0
#21 CC1CCCN(C(=O)c2ccc(OC3CCN(CCc4ccccc4)CC3)cc2)C1 (stereo unspecified)
 : 29.8, 24.3, 100.0, 31.5, 111.0, -3.8, 0.8, -6.4, 4.0
#22 COc1cc(C(c2c(C)[nH][nH]c2=O)c2c(C)[nH][nH]c2=O)ccc1OC(=O)c1cccc([N+](=O)[O-])c1
 : 11.1, -45.9, 91.0, -3.3, 95.0, 7.6, -0.5, -15.0, -6.0
#23 OCCN(CCO)c1nc(-c2ccccc2)nc2c1oc1ccccc12
 : -11.4, -8.7, 89.0, -3.0, 101.0, -3.3, 0.6, 7.3, -4.0
#24 Cc1cc(C)n2nc(Nc3ccccc3)cc2n1
 : -17.8, -0.8, 81.0*[inhibitor], -5.4, 80.0, 1.1, -0.8, -3.2, -7.0
#25 CCOc1ccc(C(=O)NCCCN2CCCC2=O)cc1
 : 11.5, -0.5, 107.0, -0.6, 112.0, -1.0, 0.1, 1.1, 8.0
#26 CC(C)[C@H](NC(=O)C1CCN(S(=O)(=O)c2ccccc2)CC1)C(=O)NCc1ccccn1
 : 31.5, -20.2, 100.0, -8.6, 99.0, -4.1, 1.0, -12.7, 2.0
#27 O=C(Cc1ccc(-n2c(=O)c3ccccc3n(CC(=O)Nc3ccc(F)cc3F)c2=O)cc1)NCc1ccco1
 : 16.1, -26.3, 101.0, 7.4, 95.0, 3.4, 1.3, -5.7, -4.0
#28 CC(=O)Nc1ccc(OCC(O)CN2C(C)(C)CC(O)CC2(C)C)cc1 (stereo unspecified)
 : 4.4, -1.0, 74.0*[inhibitor], 2.9, 96.0, -1.2, 0.3, -12.9, -1.0
#29 Cc1cc(C)c(NC(=O)COC(=O)C2CCC(=O)N2)c(C)c1 (stereo unspecified)
 : 44.8, -1.4, 101.0, 13.5, 99.0, 8.0, -0.7, -10.2, -2.0
#30 COc1cc(C)ccc1OCCCOc1ccccc1Br
 : 1.5, -15.6, x, 13.4, x, -0.8, -1.2, -13.8, x
#31 Cc1cc(/C=C2/SC(=S)N(c3cccc(C(F)(F)F)c3)C2=O)c(C)n1-c1cccnc1
 : x, -5.9, 93.0, x, 75.0, 14.0, 15.8, -12.2, -2.0
#32 Cc1ccc(-c2csc(NC(=O)CSc3nc(C)cc(=O)[nH]3)n2)cc1
 : 2.4, -11.6, 99.0, 5.6, 98.0, 8.7, 5.1, 3.1, 1.0
#33 S=C(NCc1ccc(Cl)cc1)NN1CCOCC1
 : 27.9, -1.8, 99.0, -2.4, 99.0, -0.2, 0.1, -7.8, -1.0
#34 COc1ccc(-c2cc3nc(-c4ccccc4)cc(N4CCC5(CC4)OCCO5)n3n2)cc1
 : -28.4, -4.9, 102.0, -3.8, 101.0, -8.6, -0.2, -3.6, -4.0
#35 CN1CCN(C(=O)CCC(=O)NCc2ccc(F)cc2)CC1
 : -0.8, -2.4, 102.0, -8.0, 99.0, 0.0, 0.9, 1.2, 1.0
#36 CCS(=O)(=O)Nc1ccc(Cc2ccc(NS(=O)(=O)CC)cc2)cc1
 : 6.8, -15.6, 101.0, 1.8, 109.0, 6.8, 18.4, -3.2, 15.0
#37 COc1ccccc1NC(=O)CS(=O)(=O)c1cn(CC(=O)N2CCCC2)c2ccccc12
 : 36.6, -35.1, 100.0, 2.1, 102.0, 8.5, -0.6, 5.5, 1.0
#38 CC(C)(C)NC(=O)c1nc2nc(-c3ccccc3)cc(C(F)(F)F)n2n1
 : 4.5, -6.6, 104.0, 16.8, 104.0, -0.1, -1.2, -8.8, 4.0
#39 Cc1cccc(OCc2nnc(SCC(=O)Nc3ccc(C)c(Cl)c3)o2)c1
 : 9.1, -8.5, 103.0, 6.6, 103.0, 0.4, 2.3, -2.2, 1.0
#40 O=C(N1CCOCC1)N1CCC(n2nnc3ccccc32)CC1
 : 17.9, -2.2, 102.0, 18.7, 101.0, -9.6, -0.2, -2.0, 0.0
#41 O=S(=O)(c1ccc(Cl)cc1)N1CCCN(c2nc3ccc(Cl)cc3s2)CC1
 : 42.1, -6.3, 99.0, 1.9, 91.0, -5.9, -0.7, 3.8, -6.0
#42 O=C(NCCc1ccccc1)C1CCN(Cc2cccc3ccccc23)CC1
 : x, 18.7, 103.0, x, 111.0, 13.3, 0.4, 28.3*, 1.0
#43 Cc1cccc([C@@H]2[C@@H]3C(=O)N(Cc4ccccc4)C(=O)[C@@H]3[C@]3(C)C(=O)N(c4ccc(C(F)(F)F)cc4)C(=O)N23)c1
 : 4.0, -32.2, 104.0, 14.9, 91.0, 5.8, 2.0, 8.9, -6.0
#44 CCC1CCCCN1C(=S)NCc1ccccc1 (stereo unspecified)
 : -4.5, -1.0, 96.0, 22.7, 84.0, -4.8, -1.9, -7.3, -7.0
#45 COc1ccc(-c2cc(C(F)(F)F)nc(SCC(=O)NCc3cnn(C)c3C)n2)cc1OC
 : -9.7, -11.3, 107.0, 14.5, 103.0, 0.9, 0.2, -5.9, 3.0
#46 Cc1cccc(N2CCN(CC(O)COc3ccccc3Cl)CC2)c1 (stereo unspecified)
 : 15.8, 7.7, 75.0, 14.2, 80.0, 2.7, 3.7, 0.7, 5.0
#47 COc1ccc(-n2c(=O)c(NC(=O)c3ccccc3)c3n(c2=S)CCCCC3)cc1
 : 31.7, -17.2, 109.0, -18.6, 104.0, 0.9, -0.7, -2.0, -3.0
#48 Cc1ccccc1-n1c(SCc2c(C)noc2C)nnc1-c1cccnc1
 : 53.3, -13.5, 101.0, 4.5, 28.0*[inhibitor], 1.2, 1.7, 2.9, 30.0*
#49 CC(OC(=O)c1ccccc1NCc1ccco1)C(=O)Nc1ncc(Cl)cc1Cl (stereo unspecified)
 : 2.9, -16.8, 102.0, -1.9, 102.0, 10.3, -2.4, -1.5, -2.0
#50 CCc1cccc(NC(=O)CCS(=O)(=O)c2ccc(Br)cc2)c1
 : 5.2, -15.5, 94.0, -7.1, 100.0, -6.4, 1.9, -6.3, -4.0

Following part:
Results follow in this order: PHOSPHO1 block, DNA FID counter, MEKK3 PB1 HTS, NALP1 inh, MEKK2wt PB1 HTS, PfM18AAP inh, OXTR agonist, GPR7 antag, MEKK2mut PB1 HTS
#51 COc1ccc(NC(=O)CCc2c(C)nn(-c3ccc(N4CCOCC4)nn3)c2C)cc1
 : 15.9, -38.9, 98.0, -27.6, 98.0, -6.6, 1.5, -9.3, -1.0
#52 CCc1cccc(CC)c1NC(=S)NCc1ccc2c(c1)OCO2
 : 14.1, -7.0, 102.0, 22.6, 99.0, -2.0, -2.5, 7.7, 0.0
#53 CCOCN(C(=O)Cn1c(C(C)O)nc2ccccc21)c1c(C)cccc1CC (stereo unspecified)
 : -9.2, -40.5, 104.0, 24.0, 103.0, 5.7, 1.1, 2.8, 5.0
#54 CC(C)NS(=O)(=O)c1ccc(NC(=S)NC(=O)c2ccc(-c3ccccc3)cc2)cc1
 : 26.1, -1.9, 100.0, 16.2, 95.0, 3.0, -0.2, -9.2, -6.0

Some of the entries so far, screen by screen:
3: O=C(Nc1ccc(F)cc1)c1cccc(NC(=O)C2C3CC4OC(=O)C2C4C3)c1 (stereo unspecified)
4: CCOc1ccc(-n2cc(-c3ccccc3)c3c(=O)[nH]cnc32)cc1
Compound | 3 | 4
PHOSPHO1 block | 13.5 | -32.1
DNA FID counter | -0.7 | -22.4
MEKK3 PB1 HTS | 101.0 | 104.0
NALP1 inh | 25.3 | -2.6
MEKK2wt PB1 HTS | 99.0 | 101.0
PfM18AAP inh | -5.7 | 1.1
OXTR agonist | 0.9 | 0.1
GPR7 antag | -6.1 | 8.8
MEKK2mut PB1 HTS | -1.0 | -2.0
